Compound activity from PubChem.
tim10-1 inh = growth inhibitors of tim10-1 mutant yeast, primary screen, luminescence, uHTS | 330,000 tested, 2.2% active | inhibition, % at 20 µM | S. cerevisiae tim10-1 ts strain growth, BacTiter-Glo, 24 h;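 active = inhibition of at least 40%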;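 also: mutant grown at 25 °C; 0% = DMSO wells with yeast and 100% = wells holding no yeast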
hIAP block = human IAP inhibitors, primary screen, biochemical, luminescence, uHTS; AID 2544, 2010; purified IAP, CDP-Star luminescence, 30 min; Intestinal-type alkaline phosphatase (Homo sapiens), P09923; 330,000 tested, 0.12% active; inhibition, % at 10 µM;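 active = inhibition reaching a set limit with compound at 10 µM in the primary screen, cut at about 35% in these data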;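 also: plate controls were DMSO wells with enzyme for no effect and no-enzyme buffer wells for full effect; values of inactives mirror those of a sister screen read the other way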
Target sequence (P09923 whole entry, looked up): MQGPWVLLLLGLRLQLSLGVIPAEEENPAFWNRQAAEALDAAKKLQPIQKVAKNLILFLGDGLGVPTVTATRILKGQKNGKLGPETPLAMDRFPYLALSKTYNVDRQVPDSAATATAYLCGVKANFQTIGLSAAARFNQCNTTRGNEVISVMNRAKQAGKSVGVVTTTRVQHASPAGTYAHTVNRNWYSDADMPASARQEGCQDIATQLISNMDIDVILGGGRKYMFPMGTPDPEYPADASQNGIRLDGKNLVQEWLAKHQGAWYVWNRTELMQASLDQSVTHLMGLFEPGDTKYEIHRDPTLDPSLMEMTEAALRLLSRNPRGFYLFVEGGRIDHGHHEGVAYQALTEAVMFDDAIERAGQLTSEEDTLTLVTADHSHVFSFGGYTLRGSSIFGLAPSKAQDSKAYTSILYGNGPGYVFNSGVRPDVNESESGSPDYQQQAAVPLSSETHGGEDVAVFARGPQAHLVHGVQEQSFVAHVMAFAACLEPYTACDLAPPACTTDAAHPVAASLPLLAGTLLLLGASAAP
TIM10 inh = growth inhibitors of isogenic TIM10 control yeast, primary screen, counter-screen for tim10-1 yeast inhibitor project, luminescence, uHTS; inhibition, % at 10 µM; 330,000 tested, 1.4% active; S. cerevisiae TIM10 strain growth, BacTiter-Glo luminescence, 24 h;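 active = inhibition of 40% or more at the single tested concentration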;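 also: wild-type TIM10 isogenic control strain grown at permissive 25 °C; 0% = DMSO yeast wells and 100% = minimal medium wells without yeast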
MIN6 prolif = inducers of MIN6 beta-cell proliferation, primary screen, ATP luminescence, uHTS. AID 2380, 2010. proliferation, % at 10 µM. 330,000 tested, 0.29% active. MIN6 cells proliferation, ATPlite luminescence, 48 h; cells starved in 0.2% serum; 100% = growth in 10% serum;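 active = compounds whose signal lies at least 3.5 SD above the mean of all wells on their plate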;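 also: 0% = DMSO-treated cells in low-serum medium and 100% = 10% serum control; some compounds called inactive have numbers as strong as hits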
APOBEC3G inh = APOBEC3G DNA deaminase inhibitors, primary screen, biochemical, fluorescence, single-stranded DNA substrate, uHTS; 330,000 tested, 0.28% active; DNA dC->dU-editing enzyme APOBEC-3G (Homo sapiens), Q9HC16; inhibition, % at 20 µM; recombinant A3G, ssDNA deamination FAM/TAMRA fluorescence;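 active = inhibition of at least 40% at 20 µM, with no more than 30% in the related APOBEC3A deaminase screen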;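 also: plate controls were DMSO wells with A3G for no effect and wells lacking A3G enzyme for full effect; some compounds called inactive have numbers as strong as hits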
Target sequence (Q9HC16 whole entry, looked up): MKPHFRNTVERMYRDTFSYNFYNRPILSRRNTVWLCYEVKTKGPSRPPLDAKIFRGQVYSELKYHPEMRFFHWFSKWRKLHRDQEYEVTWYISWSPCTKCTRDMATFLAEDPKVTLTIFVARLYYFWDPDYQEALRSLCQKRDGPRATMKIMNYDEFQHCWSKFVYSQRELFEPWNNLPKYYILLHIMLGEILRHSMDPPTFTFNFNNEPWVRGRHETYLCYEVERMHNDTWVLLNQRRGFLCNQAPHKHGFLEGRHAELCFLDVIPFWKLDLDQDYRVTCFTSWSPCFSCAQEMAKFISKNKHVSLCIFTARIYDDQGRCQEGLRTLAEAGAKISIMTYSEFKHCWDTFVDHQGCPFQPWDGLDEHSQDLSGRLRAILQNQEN
APOBEC3A inh = APOBEC3A ssDNA deaminase inhibitors, primary screen, selectivity assay for APOBEC3G inhibitor project, biochemical, FAM/TAMRA oligo cleavage fluorescence; DNA dC->dU-editing enzyme APOBEC-3A (Homo sapiens), P31941; recombinant A3A, FAM/TAMRA ssDNA deamination fluorescence; inhibition, % at 20 µM; 330,000 tested, 0.41% active;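 active = at least 40% inhibition at 20 µM here, with at most 30% in a related deaminase screen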;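 also: plate controls were A3A with DMSO for no effect and wells lacking A3A enzyme for full effect; some results filed as inactive read as strong as hits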
Target sequence (P31941 whole entry, looked up): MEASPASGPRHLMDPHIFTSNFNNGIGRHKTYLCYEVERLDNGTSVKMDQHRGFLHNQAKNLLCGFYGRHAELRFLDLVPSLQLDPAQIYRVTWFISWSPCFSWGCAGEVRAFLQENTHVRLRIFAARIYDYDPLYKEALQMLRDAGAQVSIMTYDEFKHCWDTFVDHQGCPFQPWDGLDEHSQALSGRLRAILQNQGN
mIAP inh = inhibitors of mouse IAP, primary screen, biochemical, luminescence, uHTS. intestinal alkaline phosphatase [Mus musculus]. purified mouse IAP, CDP-Star luminescence, 30 min. inhibition, % at 10 µM. 330,000 tested, 0.2% active. AID 2806, 2010;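 active = inhibition of at least 40% at 10 µM in the primary screen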;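 also: plate controls were DMSO with enzyme for no effect and no enzyme wells for full effect; values of inactives mirror those of a sister screen read the other way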
NLRP3 yeast inh = NALP3 inflammasome inhibitors in reconstituted yeast, primary screen, luminescence, uHTS | AID 2825, 2010 | inhibition, % at 10 µM | Yeast reconstituted NLRP3/ASC/caspase-1, beta-gal luminescence, 24 h | 330,000 tested, 0.39% active;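 active = inhibition of 50% or more; inactive = inhibition below 50%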;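 also: plate controls were induced DMSO wells for no effect and uninduced yeast grown without galactose for full effect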
mIAP activ = activators of mouse IAP, primary screen, biochemical, luminescence, uHTS. intestinal alkaline phosphatase [Mus musculus]. muIAP, CDP-Star luminescence, 30 min; active compounds read high; 1 = vehicle-only enzyme signal, 0 = enzyme-free wells. activation factor at 10 µM. 330,000 tested, 0.24% active;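 active = activation factor of at least 2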; also: the source names both 10 and 20 µM as test concentration; values of inactives mirror those of a sister screen read the other way
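Assay system: mouse IAP enzyme; reagent: chemiluminescent substrate CDP-Star; dosing: test compounds delivered from DMSO solution; schedule: 30 min at room temperature; measured by: luminescence from enzymatic CDP-Star hydrolysis; controls: DMSO-only wells and no-enzyme negative control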
The depositor's hits bear a star.

SMILES	tim10-1 inh	hIAP block	TIM10 inh	MIN6 prolif	APOBEC3G inh	APOBEC3A inh	mIAP inh	NLRP3 yeast inh	mIAP activ
CC1CCCCC1NC(=O)CCn1ccc2cc(S(=O)(=O)N3CCCC3)ccc21 (stereo not drawn)	3	-7	5	3	-1	-2	-10	-4	1.1
Cn1c(SCC(=O)NC2CCCC2)nc2cccnc21	5	-10	-15	0	3	1	-16	1	1.2
Cc1ccc2[nH]c(=O)c(C(c3nnnn3CC3CCCO3)N3CCCc4ccccc43)cc2c1 (stereo not drawn)	15	-4	18	-4	1	1	50*	-5	0.5
COC(=O)c1ccc(CO/N=C/c2ccc(OC)cc2)o1	19	5	-2	-5	-4	-3	1	13	0.99
O=C(c1cccc(Br)c1)N1CCCc2ccccc21	2	0	2	-2	1	0	0	33	1
O=C(COC(=O)c1ccc(Br)o1)Nc1cccc(S(=O)(=O)N2CCCCC2)c1	7	6	-3	0	-7	4	-8	-2	1.1
CC(C(=O)NCCc1ccc(Cl)cc1)n1c(=O)c2cccn2c2cccnc21 (stereo not drawn)	12	8	14	6	-4	0	1	-4	0.99
NS(=O)(=O)c1cc(C(=O)OCC(=O)Nc2ccccc2[N+](=O)[O-])ccc1Cl	7	-2	11	2	-18	3	-3	-9	1
Cc1ccc(C(=O)O)cc1-n1c(C)cc(C=O)c1C	12	-4	11	0	11	9	0	14	1
CCCc1[nH]c2ccc(C(=O)OC)cc2c1CCC	6	2	-16	-4	-5	0	-27	36	1.3
CCC(c1nnnn1C(C)(C)CC)N(CCN1CCOCC1)Cc1cc2cc(C)ccc2[nH]c1=O (stereo not drawn)	13	5	0	-1	-10	-4	3	11	0.97
Cc1nn(-c2ccccc2)c(Cl)c1/C=N/NS(=O)(=O)c1ccc(Br)cc1	42*	-10	-2	0	-6	-1	10	18	0.9
CS(=O)(=O)N(CC(=O)NCc1ccccn1)c1ccc2c(c1)OCCO2	-12	8	-11	-2	-1	-4	-6	-2	1.1
Cc1ccc(CNC(=O)COC(=O)c2c(C)noc2C)cc1	8	-18	-17	-2	-3	-2	-6	17	1.1
COCC(=O)N1CCC(Oc2ccc(C(=O)NCCCn3cccn3)cc2)CC1	2	3	10	0	10	3	-8	2	1.1
COc1ccc(Cl)cc1NC(=O)CN(C)C(=O)CCNC(=O)c1ccccc1OC	4	2	6	-2	-5	-2	-10	-2	1.1
COCCNC(=O)NC12CC3CC(CC(C3)C1)C2	1	10	9	-3	-8	-2	5	-4	0.95
O=C(Nc1ccccc1C(=O)OCn1nnc2ccccc2c1=O)c1ccco1	12	13	18	-1	2	4	0	1	1
CCC(C)c1ccc(O)c(/C=N/O)c1 (stereo not drawn)	15	-6	19	1	-1	-1	2	-16	0.98
CCOC(=O)N1CCN(C2=NC3(CCCCC3)C(C#N)C(=O)N2)CC1 (stereo not drawn)	6	14	-2	4	0	2	-7	15	1.1
O=C(Nc1ccc(OC(F)(F)F)cc1)c1n[nH]c(Cn2cncn2)n1	4	10	-6	0	-5	-1	6	-1	0.94
CC(C)(C)c1cc(C(=O)NNc2cccc(Cl)c2)n(Cc2ccccc2)n1	19	7	-8	-4	-7	-2	-22	20	1.2
Cc1ccc(-n2nnnc2SCC(=O)NCCC2=CCCCC2)c(C)c1	34	-2	33	-4	-6	-3	4	14	0.96
Cc1c(C#N)c2ncn(CC#N)c(=O)c2n1-c1ccccc1	2	-9	-16	-1	-3	1	-11	15	1.1
Clc1ccccc1OCCN1CCCCC1	-13	16	4	-3	-6	-5	2	13	0.98

The results go on:
SMILES	tim10-1 inh	hIAP block	TIM10 inh	MIN6 prolif	APOBEC3G inh	APOBEC3A inh	mIAP inh	NLRP3 yeast inh	mIAP activ
COc1ccccc1C(=O)NNC(=O)c1cccc(Br)c1	-11	-18	-3	-2	-6	-4	6	32	0.94
COc1cc(-c2noc(CCC(=O)NC3CCCCC3)n2)cc(OC)c1OC	2	0	19	3	-8	-3	3	3	0.97
Cc1cc(C)cc(N(CC(=O)NC2CCCCC2)C(=O)CCCC(=O)Nc2ccccn2)c1	22	-26	0	-1	-1	-4	-9	7	1.1
Cc1[nH]c2ccccc2c1CCNS(=O)(=O)c1ccc(S(N)(=O)=O)cc1	0	-7	-20	0	-3	1	5	4	0.95
Cc1cc(C2=CC(=O)C[C@H](c3ccc4c(c3)OCO4)C2)ccc1F	0	-10	0	-5	-2	6	3	16	0.97
Cc1ccc(S(=O)(=O)n2cnc3ccccc32)cc1[N+](=O)[O-]	1	18	0	2	0	1	2	8	0.98
O=C1NCCN1C(=O)c1cccc(Cl)c1	-3	2	-3	0	-1	-3	7	2	0.93
Cc1cc(NC(=O)c2c(F)cccc2Cl)n(-c2nc3ccccc3[nH]2)n1	40*	-87	1	-6	-3	5	1	6	0.99
O=C(CCCOc1ccccc1)Nc1ccc(Cl)cn1	-4	-32	19	1	-3	3	3	30	0.97
CC(=O)NCCn1c(SCC(=O)c2ccc(Cl)cc2)nc2ccccc2c1=O	7	-9	4	-2	-5	-2	3	-8	0.97
COc1ccc(Nc2nccc(-c3ccc([N+](=O)[O-])cc3)n2)cc1	2	-7	-13	1	-10	-8	4	23	0.96
CCOc1ccc(C(=S)N2CCCC2)cc1OC	3	-6	-1	-2	-7	-5	-8	22	1.1
Cn1nc(-c2ccccc2)c(CN2CCN(c3ncccn3)CC2)c1Cl	0	-13	1	-2	-6	-3	-22	-2	1.2
COc1ccc(OC)c(-c2csc(NC(=O)C3CSC4(C)CCC(=O)N34)n2)c1 (stereo not drawn)	4	-10	19	-5	-11	2	-5	6	1
COc1cc(O)cc(O)c1C(=O)/C=C/c1ccccc1	37	26	30	-5	-8	-1	12	36	0.88
CCCCn1c(N)c(N(CCOC)C(=O)COc2ccc(C(C)=O)cc2)c(=O)[nH]c1=O	1	3	5	0	0	2	26	1	0.74
COc1ccc(Cc2nnc(NC(=O)C(C)C)s2)cc1	2	-24	7	-2	-1	1	4	10	0.96
CCNC(=O)NC(=O)C(C)OC(=O)CCCc1nc2ccccc2s1 (stereo not drawn)	17	-5	-17	1	-5	-2	-7	1	1.1
CCOc1ccc(CCNC(=O)CS(=O)Cc2nc(-c3ccccc3C)oc2C)cc1OCC (stereo not drawn)	10	18	19	-1	-2	0	4	12	0.96
O=C(CCN1CCOCC1)N1CCCC(Nc2ccc(F)cc2)C1 (stereo not drawn)	3	-6	-1	3	-1	-2	3	2	0.97
CO/N=C/c1ccc(N2CCN(C(=O)c3ccc(Cl)cc3Cl)CC2)c([N+](=O)[O-])c1	31	4	21	-5	-3	-3	19	35	0.81
CCc1cc(=O)oc2cc(C)cc(OCC(=O)C(C)(C)C)c12	11	-6	13	-2	-8	-2	-7	11	1.1
CC(=O)N(CCCCN1C(=O)c2ccccc2C1=O)c1ccc(C)cc1	19	-12	12	0	-1	1	6	9	0.94
Cc1oc2cc3oc(=O)c(CCC(=O)NCc4ccccn4)c(C)c3cc2c1C	25	-17	15	0	-8	-4	-20	-9	1.2
Cc1ccc(S(=O)(=O)NNC(=O)Nc2cccc(F)c2)c(C)c1	0	-19	3	0	-6	-4	10	10	0.9

Next section
SMILES	tim10-1 inh	hIAP block	TIM10 inh	MIN6 prolif	APOBEC3G inh	APOBEC3A inh	mIAP inh	NLRP3 yeast inh	mIAP activ
OCC1(Cc2ccc(Cl)cc2)CCN(Cc2ccc(F)c(F)c2)CC1	-13	-9	-27	-5	-3	-2	1	6	0.99
O=C(c1ccc(OC2CCN(CCc3ccccc3)CC2)cc1)N1CCCC(O)C1 (stereo not drawn)	7	13	-7	2	-1	6	1	9	0.99
C=CCOC(=O)C1=C[C@H](C2CCCCC2)C[C@H](OCc2ccc(CO)cc2)O1	10	7	11	-3	-4	-2	2	18	0.98
Cc1ccc(S(=O)(=O)C2C(=O)NC3(C)CC2c2ccccc2O3)cc1 (stereo not drawn)	-7	8	3	0	-9	-4	8	16	0.92
C=CCc1c(C)nc(C)nc1N/N=C/c1ccc(N(C)C)cc1	18	-5	-1	2	4	-5	-4	18	1
c1ccc(C2Nc3ccccc3C3OCCCC23)cc1 (stereo not drawn)	-16	21	1	-1	-5	-9	1	62*	0.99
O=C(CSc1nnc(-c2ccncc2)n1Cc1ccccc1)NCCc1ccccc1	14	-24	3	1	-3	-2	1	1	0.99
Cc1cc(C)cc(N(CC(=O)Nc2ccc(C(F)(F)F)cc2)S(=O)(=O)c2c(C)[nH]c(=O)[nH]c2=O)c1	-4	2	-4	-6	1	2	7	10	0.93
O=C(Nc1cccc2c1C(=O)NC2=O)c1ccc(N2C(=O)CCC2=O)cc1	-9	-3	-7	-1	12	2	10	15	0.9
CC(NC(=O)Nc1nnc(C(F)(F)F)s1)(C(F)(F)F)C(F)(F)F	22	3	15	-6	-2	1	2	7	0.98

Reformatted: entries from further up
SMILES | tim10-1 inh | hIAP block | TIM10 inh | MIN6 prolif | APOBEC3G inh | APOBEC3A inh | mIAP inh | NLRP3 yeast inh | mIAP activ
Cc1oc2cc3oc(=O)c(CCC(=O)NCc4ccccn4)c(C)c3cc2c1C | 25 | -17 | 15 | 0 | -8 | -4 | -20 | -9 | 1.2
Cc1ccc(S(=O)(=O)NNC(=O)Nc2cccc(F)c2)c(C)c1 | 0 | -19 | 3 | 0 | -6 | -4 | 10 | 10 | 0.9
OCC1(Cc2ccc(Cl)cc2)CCN(Cc2ccc(F)c(F)c2)CC1 | -13 | -9 | -27 | -5 | -3 | -2 | 1 | 6 | 0.99
O=C(c1ccc(OC2CCN(CCc3ccccc3)CC2)cc1)N1CCCC(O)C1 (stereo not drawn) | 7 | 13 | -7 | 2 | -1 | 6 | 1 | 9 | 0.99
C=CCOC(=O)C1=C[C@H](C2CCCCC2)C[C@H](OCc2ccc(CO)cc2)O1 | 10 | 7 | 11 | -3 | -4 | -2 | 2 | 18 | 0.98
Cc1ccc(S(=O)(=O)C2C(=O)NC3(C)CC2c2ccccc2O3)cc1 (stereo not drawn) | -7 | 8 | 3 | 0 | -9 | -4 | 8 | 16 | 0.92
C=CCc1c(C)nc(C)nc1N/N=C/c1ccc(N(C)C)cc1 | 18 | -5 | -1 | 2 | 4 | -5 | -4 | 18 | 1
c1ccc(C2Nc3ccccc3C3OCCCC23)cc1 (stereo not drawn) | -16 | 21 | 1 | -1 | -5 | -9 | 1 | 62* | 0.99
O=C(CSc1nnc(-c2ccncc2)n1Cc1ccccc1)NCCc1ccccc1 | 14 | -24 | 3 | 1 | -3 | -2 | 1 | 1 | 0.99
Cc1cc(C)cc(N(CC(=O)Nc2ccc(C(F)(F)F)cc2)S(=O)(=O)c2c(C)[nH]c(=O)[nH]c2=O)c1 | -4 | 2 | -4 | -6 | 1 | 2 | 7 | 10 | 0.93
O=C(Nc1cccc2c1C(=O)NC2=O)c1ccc(N2C(=O)CCC2=O)cc1 | -9 | -3 | -7 | -1 | 12 | 2 | 10 | 15 | 0.9
CC(NC(=O)Nc1nnc(C(F)(F)F)s1)(C(F)(F)F)C(F)(F)F | 22 | 3 | 15 | -6 | -2 | 1 | 2 | 7 | 0.98
